High-throughput results: PubChem, National Center for Advancing Translational Sciences (NCATS)
AmpC no deterg: AmpC beta-lactamase inhibition without detergent; P00811; AmpC nitrocefin hydrolysis, absorbance 480 nm, 0.0001% Triton; Potency, µM (series often up to 57.1 µM), without a hit: at the highest dose activity change, negative = inhibition, actives largely listed as inhibitors; 0.52% of 330,000 active;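 also: potency is read from the fitted curve at half-maximal effect; plate controls were no compound for no effect and no enzyme for full effect; nearly all actives have a fitted effect of over 20% in size; some results filed as inactive show a strong effect at the top dose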
Target sequence (P00811 whole entry, looked up): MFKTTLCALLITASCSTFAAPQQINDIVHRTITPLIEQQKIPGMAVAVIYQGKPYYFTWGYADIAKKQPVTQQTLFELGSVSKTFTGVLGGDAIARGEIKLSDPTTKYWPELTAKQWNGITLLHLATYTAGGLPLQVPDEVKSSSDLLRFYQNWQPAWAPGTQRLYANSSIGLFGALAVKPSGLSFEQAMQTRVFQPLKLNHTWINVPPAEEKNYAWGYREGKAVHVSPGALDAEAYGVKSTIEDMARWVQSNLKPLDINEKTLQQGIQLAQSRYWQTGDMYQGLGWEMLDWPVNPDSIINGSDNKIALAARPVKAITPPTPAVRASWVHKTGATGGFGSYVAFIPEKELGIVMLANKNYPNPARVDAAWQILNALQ
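AmpC (5.3 nM in the dispensed reagent) in 20 mM phosphate pH 7.0 with 0.01% (detergent screen) or 0.0001% Triton X-100 was preincubated with compounds for 15 min at room temperature. Nitrocefin was then added from an 800 uM solution, and hydrolysis was followed at 480 nm.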
AMA1 RON2 block: inhibitors of Plasmodium falciparum AMA1-RON2 interaction; AlphaScreen AMA1-biotinylated RON2 peptide binding; Potency, µM (doses to about 58.2 µM), for the others: at the top dose activity change, negative = inhibition, usual class: inhibitors; 0.2% of 360,000 active; AID 720542;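 also: potency is read from the fitted curve at half-maximal effect; 0% = vehicle wells and -100% = peptide control; nearly all actives have a fitted effect of over 45% in size; some results filed as inactive show a strong effect at the top dose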
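AMA1 (3D7) with his tag at 25 nM final met compounds first, then biotinylated RON2 peptide at 25 nM; detection used donor plus acceptor beads, 10 µg/mL apiece, read by AlphaScreen after 30 min at room temperature.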
HCV inhibitor: HCV inhibition | Huh7.5.1 HCVcc-Cre infection, luciferase reporter, 44 h | Potency, µM (titrated, usually from 41.8 µM), for inactives: at the top dose activity change, negative = inhibition, usual class: inhibitors | 3.4% of 340,000 active | AID 651820; also: potency is read from the fitted curve at half-maximal effect
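Seed cells (1,000/well) for 4 h; treat with compound and infect with HCVcc-Cre, moi about 0.5. Incubate 44 h, then detect luciferase activity.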
AmpC detergent: inhibitors of E. coli AmpC beta-lactamase with detergent | P00811 | AmpC hydrolysis of nitrocefin, absorbance 480 nm, 0.01% Triton | Potency, µM (titrated, usually from 114 µM), for inactives: top-dose activity change, negative = inhibition, most hits filed as inhibitors | 0.041% of 370,000 active | AID 485294;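 also: potency is read from the fitted curve at half-maximal effect; 0% = no-compound wells and -100% = no-enzyme wells; nearly all actives have a fitted effect of over 25% in size; some results filed as inactive show a strong effect at the top dose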
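AmpC (5.3 nM in the dispensed reagent) in 20 mM phosphate pH 7.0 with 0.01% (detergent screen) or 0.0001% Triton X-100 was preincubated with compounds for 15 min at room temperature. Nitrocefin was then added from an 800 uM solution, and hydrolysis was followed at 480 nm.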
HCMV antiviral: inhibitors of human cytomegalovirus. HFF cells, HCMV-luciferase reporter, 72 h; hits give low values. activity change, negative = inhibition, % at 57.5 µM. 4.5% of 410,000 active. AID 1259415; in the data active = activity change below about -60%; inconclusive = no clear call, values can overlap the other calls; inactive = above about -39%
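Luciferase read-out from HCMV-luciferase-infected HFFs (MOI 1 PFU/cell) 72 h post infection at 37C; compounds added after 16 h cell attachment; activity normalized between buffer-only basal and Salinomycin (10uM) inhibitor controls.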
TbPYK inhibitor: inhibitors of Trypanosoma brucei pyruvate kinase | Q57TT1 | TbPYK enzyme, Kinase-Glo Plus ATP luminescence, 45 min | Potency, µM (doses to about 76.8 µM), for inactives: top-dose activity, negative = inhibition, most hits filed as inhibitors | 0.12% of 410,000 active | AID 624173; also: potency is read from the fitted curve at half-maximal effect; nearly all actives have a fitted effect of over 50% in size
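Glycolytic pyruvate kinase of T. brucei was incubated with substrate, test compound and 130 uM ADP for 45 minutes at room temperature. Luminescent Kinase-Glo Plus signal was measured after 10 minutes.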
LmPK inh: LmPK (Leishmania mexicana) enzyme inhibition. AID 1721. 0.37% of 290,000 active. Q27686. Potency, µM (series often up to 57.5 µM), inactives show at the highest dose activity change, negative = inhibition, most hits filed as inhibitors. purified LmPK, Kinase-Glo ATP luminescence, 1 h; also: potency is read from the fitted curve at half-maximal effect
Target sequence (Q27686 whole entry, looked up): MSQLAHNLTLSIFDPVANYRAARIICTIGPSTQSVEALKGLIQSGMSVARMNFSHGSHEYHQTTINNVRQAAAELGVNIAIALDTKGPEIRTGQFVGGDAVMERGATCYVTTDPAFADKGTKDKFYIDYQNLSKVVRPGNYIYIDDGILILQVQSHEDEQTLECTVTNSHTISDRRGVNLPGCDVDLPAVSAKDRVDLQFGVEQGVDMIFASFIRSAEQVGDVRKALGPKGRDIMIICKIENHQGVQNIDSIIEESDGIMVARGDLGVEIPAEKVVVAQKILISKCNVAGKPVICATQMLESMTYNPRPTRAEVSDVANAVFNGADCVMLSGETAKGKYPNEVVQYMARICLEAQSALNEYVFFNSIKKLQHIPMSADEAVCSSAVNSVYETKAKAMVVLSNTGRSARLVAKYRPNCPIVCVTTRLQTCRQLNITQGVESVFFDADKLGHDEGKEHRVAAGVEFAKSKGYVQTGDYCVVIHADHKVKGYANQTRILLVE
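qHTS format; LmPK 0.1 nM; substrates PEP 0.5 mM and ADP 0.1 mM. One-hour room-temperature incubation, then coupled luciferase luminescence; 0.5 nM enzyme wells mark activation.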
* marks the source's active call; other numbers are inactive results; ? = inconclusive; / = not tested or not shown; & = joins results of further samples; [ ] = dose if it differs, or a comment. Unless noted, calls follow the shape of the dose curve; as a rule, active = well fitted curve in the direction sought with a large enough effect; inconclusive = small, poorly fitted or top-dose-only effect, or another doubt; inactive = no such curve, though single readings can be large; an effect the other way counts as inactive or inconclusive. Unless noted, % is scaled to controls: 0 for no effect and ±100 for the full control effect.

SMILES,AmpC no deterg,AMA1 RON2 block,HCV inhibitor,AmpC detergent,HCMV antiviral,TbPYK inhibitor,LmPK inh
Cc1cc(C)cc(-n2nnnc2SCC(=O)Nc2cccc(NC(=O)c3ccco3)c2)c1,-46%,-6%,?,-10%,-28,-11%,5%
CCCCNC(=O)c1nc(C2CCN(S(=O)(=O)c3csc(C(=O)O)c3)CC2)oc1-c1ccccc1,/,-1%,/,/,4,-1%,/
CC1(c2ccc(NC(=O)c3ccccc3F)cc2)CC1(Cl)Cl (stereo unspecified),-37%,15%,10%,?,161,1%,4%
Cc1cccc(C)c1NC(=O)CS(=O)CC(=O)N1CCN(c2ccccc2)CC1 (stereo unspecified),9%,7%,1%,-7%,?,-1%,0%
COc1ccccc1CCc1nnc(CCC(=O)NC(C)Cc2cccc(C)n2)o1 (stereo unspecified),50%,-7%,11%,-5%,0,-29%,2%
CC(C)[C@@H](C(=O)OCC(=O)c1ccc2c(c1)NC(=O)CO2)N1C(=O)c2ccccc2C1=O,/,-4%,-2%,/,43,2%,/
CCC1C=C(c2ccccc2)C=CN=C1N(CC)CC (stereo unspecified),-20%,3%,10%,-15%,1,-2%,5%
N#Cc1c(-c2cccs2)cc(-c2cccnc2)nc1N,-20%,25%,?,-13%,109,2%,0%
CCNC(=S)N1CCN=C1Nc1nc(C)cc(C)n1,2%,51%[activator],9%,6%,158,10%,2%
CN(C(=S)Nc1ccccc1)c1ccccc1,0%,18%[2.32 µM],-1%,?,1,-6%,3%
CCCOc1ccc(NC(=O)CC2C(=O)N(c3cccc(OC)c3)C(=O)N2Cc2cccs2)cc1 (stereo unspecified),/,/,/,-3%,-13,0%,/
O=C(COCc1cc(-c2ccc(F)cc2)on1)Nc1cccc(C(F)(F)F)c1,/,/,/,17%,6,5%,/
CCOC(=O)N1CCN(c2nnc(-c3ccccc3)c3ccccc23)CC1,37%,-4%,-15%,?,?,1%,5%
CCCNC(=O)C1(C)CCN(Cc2cc3ccccc3o2)C1 (stereo unspecified),/,2%,/,/,9,2%,/
NCCCCCC(=O)Nc1ccncc1,8%,-4%,8%,1%,11,-3%,-1%
CN1CC(=O)Nc2ccc([N+](=O)[O-])cc2C1=O,48%,-1%,20%,-7%,-9,-4%,-3%
COc1cccc(NC(=O)CN(C)C(=O)CSc2ncnc3sc(C)c(C)c23)c1,-20%,-9%,-12%,-13%,38,-10%,/
S=C(Nc1ccc(Br)cc1)NC1CCCCC1,-20%,28%,7%,-7%,-11,0%,4%
CCc1ccc(NC(=O)/C(C#N)=C/c2cc3ccc(C)cc3nc2N2CCOCC2)cc1,-10%,-1%,-6%,-9%,-37,0%,5%
CCc1ccc(C(=O)c2cn(CC(=O)Nc3ccc(Cl)cc3)c3cc4c(cc3c2=O)OCO4)cc1,/,/,/,4%,13,0%,/
COC(=O)c1ccc(C(=O)NCCCCO)cc1,-18%,4%,5%,5%,19,-3%,8%
COc1ccc(Cl)cc1NC(=O)Cn1cc(C(=O)c2ccncc2)c(=O)c2cc(C)ccc21,/,/,/,1%,22,-6%,/
Cc1ccc(NC(=O)COC(=O)C2CCC2)cc1S(=O)(=O)N1CCOCC1,-12%,0%,36%[activator],/,-26,-6%,/
Cc1ccc(/C=C2\SC(=S)N(CCCC(=O)Nc3ccccc3C(=O)O)C2=O)cc1,110%[activator],-4%,1%,7%,?,4%,-2%
CCN1CCN(S(=O)(=O)c2ccc(Cl)c(C(=O)N(C)C(c3ccccc3)c3ccccc3)c2)CC1,230%[activator],-20%,?,?,?,3%,/
N#Cc1c(-c2ccc(F)cc2)noc1N,-19%,0%,18%,0%,7,-2%,2%
COc1ccccc1N1CCN(C(=O)CCNS(=O)(=O)c2ccc3c(c2)CCN3C(=O)C2CC2)CC1,/,/,/,2%,-22,3%,/
CCCCNC(=O)N1CCc2[nH]c3ccccc3c2C1,-40%,8%,5%,-9%,-13,1%,0%
COC/C=C/C1=CC2=CC(=O)C(C)(OC(=O)c3cnc4ccccc4n3)C(=O)C2=CN1CCN1CCOCC1 (stereo unspecified),167%[activator],-11%,-1%,6%,-17,-9%,-5%[11.5 µM]
CCSc1ncc(Cl)c(C(=O)Nc2cc(C)ccc2C)n1,-8%,22%,-5%,6%&-4%,-35&3,-6%&-6%,5%

Rewritten field by field: entries from further up
> CCCOc1ccc(NC(=O)CC2C(=O)N(c3cccc(OC)c3)C(=O)N2Cc2cccs2)cc1 (stereo unspecified)
  AmpC no deterg: /
  AMA1 RON2 block: /
  HCV inhibitor: /
  AmpC detergent: -3%
  HCMV antiviral: -13
  TbPYK inhibitor: 0%
  LmPK inh: /
> O=C(COCc1cc(-c2ccc(F)cc2)on1)Nc1cccc(C(F)(F)F)c1
  AmpC no deterg: /
  AMA1 RON2 block: /
  HCV inhibitor: /
  AmpC detergent: 17%
  HCMV antiviral: 6
  TbPYK inhibitor: 5%
  LmPK inh: /

The list continues.
SMILES,AmpC no deterg,AMA1 RON2 block,HCV inhibitor,AmpC detergent,HCMV antiviral,TbPYK inhibitor,LmPK inh
Cc1[nH]c2ccccc2c1C1N2CC3(C)CN1CC(C)(C2)C3=O (stereo unspecified),/,/,/,22%,1,1%,/
CCn1cc(C(=O)NCCc2ccccc2)c(=O)c2cc(S(=O)(=O)N3CCc4ccccc4C3)ccc21,/,/,/,-2%,8,4%,/
COc1cccc(NC(=S)NN=C2CCCCCC2)c1,-35%,54%[activator],-7%,0%,-20,-9%,-6%
Cc1ccsc1/C=N/NC(=O)CN1CCN(S(=O)(=O)c2ccc(Br)cc2)CC1,2%,27%,-1%,?,-16,-4%,4%
CCN(CC)C(=O)c1cccc(-c2csc(C(NC(C)=O)c3ccccc3)n2)c1 (stereo unspecified),/,-3%,/,/,10,-4%,/
Cc1cccc(-n2c(SCc3ccc([N+](=O)[O-])cc3)nnc2-c2c[nH]c3ccccc23)c1,-19%,2%,-6%,-1%,?,-11%,5%
Oc1cccc(Nc2nc(O)c(/C=C3\C=Nc4ccccc43)s2)c1,-60%,-13%,?,-3%,28,-2%,2%
COc1ccccc1CN1CC(C(=O)N2CCCCCCC2)CCC1=O (stereo unspecified),42%,11%,14%,2%,6,4%,0%
CC(OC(=O)C1=Cc2ccccc2OC1)C(=O)NC1CCCC1 (stereo unspecified),0.16µM*,-15%,-7%,2%,-15,-10%,3%
CCN(C(=O)COC(=O)c1[nH]c(C)c(C(C)=O)c1C)c1c(N)n(Cc2ccccc2)c(=O)[nH]c1=O,-51%,11%,?,-16%,-2,0%,/
COc1cccc(N2CCN(C(=O)CSc3ccc(F)cc3)CC2)c1,18%,-6%,18%,5%,76,4%,-4%
O=C(C1CCN(Cc2ccccc2)CC1)N1CCCC1,-8%,-19%,1%,-1%,66,7%,0%
Cc1cc(C(=O)N2CCN(c3ccc([N+](=O)[O-])cc3)CC2)no1,-16%,-23%,13%,-15%,0,3%,1%
CN1C(=O)CSc2ccc(NC(=O)N3CCN(c4ccccn4)CC3)cc21,-42%,-3%,?,1%,-18,2%,2%
CCOc1ccc(NC(=O)N2CCC(NC(=O)C(Cc3ccc(OC)c(OC)c3)NC(C)=O)CC2)cc1 (stereo unspecified),-4%,-14%,3%,?,-1,-1%,-5%
COc1ccc(S(=O)(=O)N2CCCC(C(=O)N3CCCCCC3)C2)cc1 (stereo unspecified),50%,-1%,-6%,-7%,/,-1%,-3%
Cc1cc(NCCOCCO)n2c(nc3ccccc32)c1C#N,8%,2%,-6%,-10%,14,-9%,0%
COc1ccc(-n2c(=O)c3c(C)c(C)sc3n(CC(=O)NCc3ccc(C)cc3)c2=O)c(OC)c1,/,/,/,20%,-31,-1%,/
O=c1[nH]c(-c2ccccn2)nc2ccccc12,-6%,-25%,?,?,-106*,2%,-20%
Cc1ccc(C)c(NC(=S)NCCSc2ccc(Cl)cc2)c1,-28%,22%,?,-5%,-29,-9%,3%
Cc1nn(-c2ccccc2)c(C)c1/C=C/C(=O)OCC(=O)NC1CCS(=O)(=O)C1 (stereo unspecified),-5%,1%,9%,2%,19,2%,0%
CCCCN(C(=O)C1CC(=O)N(c2ccc(C)cc2)C1)c1c(N)n(CCC)c(=O)[nH]c1=O (stereo unspecified),-12%,-15%,21%,0%,-38,1%,/
COc1ccc(-c2oc3ncn4nc(COc5ccccc5C)nc4c3c2-c2ccc(OC)cc2)cc1,/,/,/,12%,6,-7%,/
Cc1ccccc1NC(=O)CSc1nc2ccccc2c2nc(CCn3c(C)nc4ccccc43)nn12,/,/,/,2%,-4,0%,/
CN(C)c1ccc(CC(=O)N2CCCCC2c2cc(C(=O)Nc3ccccc3)no2)cc1 (stereo unspecified),/,-11%,/,/,16,3%,/
O=C(CSc1nnc(-c2ccccc2O)o1)N1CCOCC1,-1%,52%[activator],7%,-8%,48,3%,-2%
COc1ccc(S(=O)(=O)N2CCC(C(=O)NCCC3=CCCCC3)CC2)cc1OC,188%[activator],-9%,4%,-15%,?,-1%,-1%
COc1cc(-c2cnc3c(NC=O)cc(-c4ccc(N5CCN(C)CC5)cc4)cn23)cc(OC)c1OC,/,-6%,/,/,79,-4%,/
N#Cc1ccc(Cn2c(-c3ccc(F)cc3)noc2=O)cc1,-19%,-8%,15%,-16%,?,-14%,-3%
Cc1ccc(N(C)S(=O)(=O)c2cccc(C(=O)NC3CC(C)(C)NC(C)(C)C3)c2)cc1,124%[activator],2%,?,?,5,-1%,/
CCOc1ccc2nc3ccc4[nH]onc4c3c2c1,/,12%,2.5µM*,/,?,-17%,/

Full records from above. Values in the order: AmpC no deterg | AMA1 RON2 block | HCV inhibitor | AmpC detergent | HCMV antiviral | TbPYK inhibitor | LmPK inh
Profile of O=C(C1CCN(Cc2ccccc2)CC1)N1CCCC1 = -8% | -19% | 1% | -1% | 66 | 7% | 0%
Profile of CCC1C=C(c2ccccc2)C=CN=C1N(CC)CC (stereo unspecified) = -20% | 3% | 10% | -15% | 1 | -2% | 5%
